BRCT inh red: BRCT-phosphoprotein interaction inhibition (red fluorophore); actives 0.03% (n = 75,000); AID 892; P38398; Potency, µM (titrated, usually from 76.9 µM), for the others: top-dose activity change, negative = inhibition, actives largely listed as inhibitors; BRCT-phosphopeptide binding, red fluorescence polarization; further: on the % scale 0 is the no-effect control and ±100 the full control effect
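Fluorescence polarization: 100 nM His-tagged BRCA1 BRCT with 100 nM TAMRA-labelled phospho-BACH1 decapeptide, phosphate buffer pH 7.3 with 150 mM NaCl, DTT, 0.01% Tween 20; 12 min RT. Binding inhibition seen as FP decrease.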
Hsp90 Hop PPI: changes Hsp90-Hop TPR2A binding signal, up or down; actives 0.44% (n = 71,000); AlphaScreen TPR2A-His6 binding biotin-Hsp90 C-terminal peptide; Potency, µM (top dose mostly 57 µM), inactives show at the highest dose activity change, negative = inhibition; active means well fitted curve in either direction with a large enough effect; inconclusive means small, poorly fitted or top-dose-only effect, or another doubt; further: potency means the concentration at half of the fitted maximal effect; on the % scale 0 is the no-effect control and ±100 the full control effect; many of its hits are not listed in these tables
A350 autofl: A350 region autofluorescence; max dye-equivalent concentration, M; actives 11% (n = 59,000); AID 590; Compound autofluorescence, 340/450 nm, Alexa 350 dye-equivalents; stronger effect = higher value; in the data active means max dye-equivalent concentration above about 10 nM; inconclusive means mostly about 1.1 nM to 9.6 nM
HBB splice mod: modulators of hemoglobin beta chain splicing; HBB splicing reporter cell assay, activation; EGFP reporter with mutant IVS2-654 intron; response scale: normalised to 500 nM splice-correcting PNA; Potency, µM (doses to about 46.1 µM), without a hit: top-dose activation, hits mostly activators; actives 0.06% (n = 65,000); AID 925; further: potency means the concentration at half of the fitted maximal effect; 0% is about no effect
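Compounds were applied for 2 days to HeLa EGFP-654 cells, 500/well in Optimem with 2% FCS. The reporter's EGFP is disrupted by mis-splicing of beta-globin intron IVS2-654. Readout: summed well GFP fluorescence from 488 nm laser scanning; reference was 500 nM antisense […] 654 PNA.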
DNA Pol III inh: blocks replication by bacterial DNA polymerase III holoenzyme. reconstituted DNA polymerase III holoenzyme replication, biochemical. Potency, µM (highest dose often 57.1 µM), inactives show at the top dose activity change, negative = inhibition. actives 0.25% (n = 71,000). AID 603; further: potency means the concentration at half of the fitted maximal effect; on the % scale 0 is the no-effect control and ±100 the full control effect
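Reconstituted *E. coli* holoenzyme (0.35 nM Pol III, 1 nM beta, 154 nM SSB, 2 nM primase) was preincubated with compound for 15 min at RT. Synthesis on 1.4 nM ssM13Gori ran 35 min, then was stopped with PicoGreen/EDTA and read as dsDNA fluorescence.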
CRE-bla Fsk: CRE-bla signaling modulation under forskolin stimulation | CHO CRE-bla reporter (cAMP response element driving beta-lactamase), forskolin EC10, beta-lactamase ratio | Potency, µM (titrated, usually from 38.2 µM), for the others: top-dose activity change, negative = inhibition, usual class: activators | actives 2.5% (n = 71,000); active means well fitted activation curve with a large enough effect in the signal ratio, with a control signal flat, not every such curve was filed as active; inconclusive means small, poorly fitted or top-dose-only effect, or effect the other way, or a change in a side signal; the % refers to the signal ratio; further: potency means the concentration at half of the fitted maximal effect; % of control where 0% means no effect
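CHO CRE-bla cells, overnight plating in Opti-MEM with 0.5% dialyzed FBS; cpd titration + EC10 NKH 477, 3 h 37 °C; CCF4 2 h RT; ex 405/em 460 vs 530 ratio → %Activity, AC50.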
BRCT inh green: BRCA1 BRCT-phosphoprotein interaction inhibition | P38398 | BRCA1 BRCT-phosphopeptide binding, green fluorescence polarization | Potency, µM (highest dose often 76.9 µM), inactives show at the highest dose activity change, negative = inhibition, most hits filed as inhibitors | actives 0.05% (n = 75,000);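 further: potency means the concentration at half of the fitted maximal effect; plate controls were peptide without protein for full effect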
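Compounds were incubated for 12 min at room temperature with a complex of 100 nM fluorescein-tagged pBACH1 decapeptide and 250 nM His-tagged BRCT protein. Buffer was phosphate pH 7.3 with EDTA, DTT and Tween 20. Disruption of binding lowers the polarization signal.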
ALOX15 inhib: 15-hLO (ALOX15) enzyme inhibition; P16050; purified 15hLO-1, xylenol orange hydroperoxide absorbance; Potency, µM (highest dose often 57.1 µM), for inactives: at the top dose activity change, negative = inhibition, actives largely listed as inhibitors; actives 1.4% (n = 74,000); AID 887; further: potency means the concentration at half of the fitted maximal effect; on the % scale 0 is the no-effect control and ±100 the full control effect; nearly all actives have a fitted effect of over 55% in size
Target sequence (P16050 whole entry, looked up): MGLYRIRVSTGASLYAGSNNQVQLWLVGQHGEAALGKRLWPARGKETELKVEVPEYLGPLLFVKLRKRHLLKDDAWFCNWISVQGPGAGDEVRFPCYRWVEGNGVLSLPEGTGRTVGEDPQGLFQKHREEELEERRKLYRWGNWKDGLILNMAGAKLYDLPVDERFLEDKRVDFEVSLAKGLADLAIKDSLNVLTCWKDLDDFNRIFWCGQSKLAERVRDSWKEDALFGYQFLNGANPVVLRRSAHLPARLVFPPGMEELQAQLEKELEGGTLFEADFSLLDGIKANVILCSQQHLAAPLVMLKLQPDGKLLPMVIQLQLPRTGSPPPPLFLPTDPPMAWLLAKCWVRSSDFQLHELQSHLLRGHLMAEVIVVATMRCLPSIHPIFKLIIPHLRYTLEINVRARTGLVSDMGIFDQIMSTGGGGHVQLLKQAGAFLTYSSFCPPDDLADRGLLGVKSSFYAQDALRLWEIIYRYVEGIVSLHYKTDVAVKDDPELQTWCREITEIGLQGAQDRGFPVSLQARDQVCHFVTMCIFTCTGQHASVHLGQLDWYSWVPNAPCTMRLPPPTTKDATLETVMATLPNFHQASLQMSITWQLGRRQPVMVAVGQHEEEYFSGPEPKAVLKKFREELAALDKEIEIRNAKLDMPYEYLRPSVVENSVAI
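Inhibition is scored from a chromogenic endpoint. After 15 min enzyme-compound contact, arachidonic acid (50 uM final) reacts 6 min with 40 nM 15hLO-1 at room temperature, then Fe-XO reagent is added for 30 min and absorbance ratio recorded.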
UbGFP stabilizer: inhibits proteasome, raising ubiquitin-GFP reporter fluorescence | Ubiquitin-GFP reporter cells, proteasome inhibition, GFP fluorescence; response scale: untreated = 0%, 10 µM MG-132 = 100% | Potency, µM (highest dose often 45.9 µM), inactives show top-dose activation (GFP accumulation), most hits filed as activators | 67,000 tested, under 10 active; active means well fitted activation curve with a large enough effect, not every such curve was filed as active; inconclusive means small, poorly fitted or top-dose-only effect, or another doubt; inactive means no such curve, though single readings can be large or run the other way; further: potency means the concentration at half of the fitted maximal effect
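Proteasome block read as GFP accumulation: ubiquitin(G76V)-GFP U2OS cells exposed to compound (2.9 nM–46 uM) for 4 hr at 37 C. Normalization used untreated cells as 0% and 10 uM MG-132 as 100%; concentration-response curves fitted.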
4-MU autofl: compound fluoresces in the 4-MU spectral region; compound autofluorescence, 340/450 nm, 4-MU equivalents; stronger effect = higher value; max dye-equivalent concentration, M; actives 11% (n = 59,000); in the data active means max dye-equivalent concentration above about 10 nM; inconclusive means mostly about 1.1 nM to 9.6 nM
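Compounds in 100 mM Tris, pH 8.0, incubated 15 min at room temperature, then fluorescence read at 340 nm excitation/450 nm emission. Signal converted to 4-MU dye-equivalent concentration using an on-plate six-point 4-MU standard curve.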
Epigenetic mod: epigenetic GFP locus derepression in mouse cells; actives 0.09% (n = 68,000); Potency, µM (highest dose often 46.1 µM), inactives show top-dose GFP derepression (activation); mouse C127i GFP locus derepression, cytometry, 30 h; AID 597; further: % of control where 0% means no effect
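Derepression screen: silenced CMV-GFP reporter in murine C127i cells, 30 h compound incubation at 37 C, washed cells imaged by laser-scanning cytometer to enumerate GFP-expressing objects of 20 to 120 um.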
* hit, by the source's call; i = inactive; ? = inconclusive; . = no result given; [ ] = dose if it differs, or a comment. Unless noted, the call rests on the fitted dose curve; in most records, active means well fitted curve in the direction sought with a large enough effect; inconclusive means small, poorly fitted or top-dose-only effect, or another doubt; inactive means no such curve, though single readings can be large; an effect the other way counts as inactive or inconclusive.

SMILES	BRCT inh red	Hsp90 Hop PPI	A350 autofl	HBB splice mod	DNA Pol III inh	CRE-bla Fsk	BRCT inh green	ALOX15 inhib	UbGFP stabilizer	4-MU autofl	Epigenetic mod
COc1cc(OC)cc(C(=O)N2CCN(c3ccccc3F)CC2)c1	0.8%	-2%	i	1.9%	-5%	-4%	-0.7%	-2%	1%	i	-1%
O=C(COc1ccc2ccccc2c1Br)N1CCN(c2ccccn2)CC1	-0.8%	-1%	i	-1.1%	-2%	-9%	2.4%	-5%	-4%	i	-2%
Cc1ccc(S(=O)(=O)O[C@H]2C[C@@H](C(C)(C)C)CC[C@@H]2c2ccccc2)cc1	0.2%[15.4 µM]	7%[11 µM]	i	1.4%[9.22 µM]	-9%[11.4 µM]	?	-0.9%[15.4 µM]	10%[11.4 µM]	-5%[9.17 µM]	i	9%[9.22 µM]
CCNc1ncc2ncc(=O)n(C)c2n1	-2.6%	-4%	1.2e-07M*	0.1%	-5%	?	-0.2%	-5%	5%	9.7e-08M*	4%[9.22 µM]
CCN(C(=O)c1cc(Cl)ccc1OC)C1CCCCC1	-0.9%	-2%[11 µM]	.	-0.3%[0.0738 µM]	2%[11.4 µM]	?	-2.6%	-1%[11.4 µM]	1%[9.17 µM]	.	0%
C[C@@H](CCC(=O)O)C(=O)O	-0.9%[15.4 µM]	0%[11 µM]	1e-08M*	0.6%[9.22 µM]	-6%[11.4 µM]	0%[7.6 µM]	-1.7%[15.4 µM]	7%[11.4 µM]	-2%[9.17 µM]	?	1%[9.22 µM]
COc1ccccc1OCCCCCNCCO	2.4%	-3%	.	0.1%	-3%	-1%	-1.0%	-7%	-16%	.	-2%
COCC(=O)N1CCC[C@@]2(CCN(c3ccccc3)C2)C1	-0.6%	-1%	i	-0.7%	-5%	-10%	-2.3%	-8%	2%	i	-2%[9.22 µM]
O=C(NCc1ccc(F)cc1)c1cc2n(n1)C(C(F)(F)F)CC(C1CC1)N2 (configuration not stated)	-3.5%	-5%[2.3 µM]	.	0.4%	-2%	-11%	-5.3%	?	-18%	.	.
OCCN(Cc1ccccc1)CC1CC=CCC1 (configuration not stated)	0.3%	-4%[11 µM]	.	1.8%[0.0738 µM]	-4%[11.4 µM]	?	-0.3%	-3%[11.4 µM]	26%[9.17 µM]	.	-2%
CC1CCc2cc(F)cc3c(=O)c(C(=O)O)cn1c23 (configuration not stated)	0.2%	.	i	.	.	.	-1.7%[3.08 µM]	-5%	.	i	-2%[20.6 µM]
CCC/C=C(\CCC)C(NP(=O)(c1ccccc1)c1ccccc1)c1ccc(-c2ccccc2)cc1 (configuration not stated)	-0.4%	-16%	.	1.3%	-15%	1%	0.7%	.	.	.	.
O=C(CSc1nc2ccccc2c(=O)n1Cc1ccc(C(=O)NC2CC2)cc1)NCc1ccco1	-2.3%	-6%	i	0.1%[0.369 µM]	2%	6%	-1.4%	-22%	-1%	i	4%
O=C(Nc1cccc(C(F)(F)F)c1)C1CCN(S(=O)(=O)c2cnc[nH]2)CC1	0.7%	-1%	i	0.0%	-1%	-2%	-0.4%	5%	0%	i	-2%
CC(C)CCNC(=O)c1cccc(Cl)c1	-0.1%	3%	i	1.1%	-9%	15%	-1.5%	-2%	-5%	i	-3%
S=C(Nc1ccccc1)Nc1ccccc1C#Cc1ccccc1	-1.3%	?	.	2.3%	2%	24%	1.0%	.	.	.	.
Brc1ccccc1-c1ccccc1	0.9%	1%	.	-0.2%	2%	6%	-1.4%	-2%	.	.	.
Cc1cc(C)nc(N2CCC(C(=O)Nc3ccc4c(c3)CCC4)CC2)n1	1.5%	0%	i	.	-8%	-5%	-2.0%	7%	-1%	i	6%
COc1ccc(N2C(=O)C3CCCN3C2c2cccc(C)c2)cc1Cl (configuration not stated)	-1.4%	-2%	i	0.2%	5%	25%	1.0%	5%	2%	i	1%
CCOc1ccc(S(=O)(=O)N2CCN(C)CC2)c(C)c1C	1.1%	-2%	i	-1.1%	-5%	3%	-4.6%	-1%	6%	i	2%
O=C(CS(=O)(=O)c1c[nH]c2ccccc12)N1CCCCC1	1.0%	-5%	i	-0.7%	-3%	-6%	-0.6%	5%	5%	i	4%
COc1cccc(OC)c1OCCCc1c(C)n[nH]c1C	-0.2%	-6%	?	1.4%	-5%	15%	-2.4%	10%	-3%	?	2%
CSc1nsc(SCC(=O)Nc2ccc3c(c2)OCCO3)n1	-0.5%	1%	i	2.3%	3%	-10%	-1.0%	-2%	-3%	i	0%
CCc1c(C(=O)Nc2ccc(OC)cc2)[nH]c(C)c1C(C)=O	-0.8%	-5%	i	-1.5%	-2%	?	0.7%	-2%	5%	i	4%
O=C(Nc1cc(C(F)(F)F)ccc1Cl)C1CCN(c2nnc(-n3cccc3)s2)CC1	0.1%	0%	i	2.6%	-1%	?	-1.1%	-6%	?	i	2%
Remaining list, next part.
SMILES	BRCT inh red	Hsp90 Hop PPI	A350 autofl	HBB splice mod	DNA Pol III inh	CRE-bla Fsk	BRCT inh green	ALOX15 inhib	UbGFP stabilizer	4-MU autofl	Epigenetic mod
CCn1c(SCC(=O)Nc2nc3ccc(OC)cc3s2)nc2c1c(=O)n(C)c(=O)n2C	0.9%	-2%	i	1.3%	0%	2µM*	1.4%	-9%	1%	i	-3%
CCn1cnc2sc(C(=O)Nc3ccc4c(c3)OCO4)c(C)c2c1=O	1.2%	-7%	i	-1.2%	-4%	?	0.1%	-1%	9%	i	-2%
CC(C)Cn1c(CNC(=O)c2ccccc2)nc2ccccc21	-0.2%	-3%	i	-0.2%	0%	-26%	0.9%	6%	15%	i	0%
CCOc1cccc(Oc2ccc(C(F)(F)F)cn2)c1	1.8%	21%	i	2.1%	-3%	?	-2.0%	-7%	-8%	i	-3%
CCCCCCc1c(O)c2ccccc2[nH]c1=O	-0.1%	2%	i	.	-6%	5%	-1.4%	1%	1%	i	-1%
CCOC(=O)c1[nH]cc(-c2ccccc2)c1N1CCOCC1	-0.7%	-4%	i	-0.5%	-1%	-10%	0.1%	25µM*	0%	i	1%
COc1ccc(-c2cc(C(=O)Nc3cccc(C(C)=O)c3)no2)cc1	1.4%	-1%	?	-1.3%	2%	?	-4.3%	-9%	-7%	?	1%
CC1(C)CNC(=O)CC(C)(C)N1O	0.3%	-1%	.	2.0%[9.22 µM]	-7%	0%	-0.6%	-10%	0%	.	-2%
CCOC(=O)C1C(=O)N(C(=O)c2cncc(Br)c2)CC1c1ccccc1 (configuration not stated)	0.8%	0%	.	-0.7%[9.22 µM]	-1%	-9%	-0.8%	-9%	11%	.	0%
CCOC(=O)c1cc(CC)sc1NC(=O)COC	-0.1%	-1%	i	-1.6%	1%	?	-1.1%	-2%	-2%	i	3%
N[C@H](Cc1cc(I)c(Oc2cc(I)c(O)c(I)c2)c(I)c1)C(=O)O	1.1%[34.4 µM]	-1%[26 µM]	i	1.5%[20.6 µM]	0%[25.6 µM]	-5%[17.1 µM]	-1.6%[34.4 µM]	-7%[25.6 µM]	-3%[20.5 µM]	i	8%[20.6 µM]
Cc1nc(NC2CCCCC2)c2nc(-c3ccccc3)n(CCN3CCCC3)c2n1	-0.1%	-6%	.	-0.6%	0%	16%	1.1%	-6%	-1%	.	.
C=CCn1c(=O)/c(=C/c2ccc(O)cc2)s/c1=C(/C#N)c1nnc2n1CCCCC2	-0.4%	-4%	i	1.5%[0.369 µM]	-2%	1%	28%	-26%	.	i	0%
COc1nc(/C(N)=N/O)nc(N2CCCCC2)n1	0.2%	-13%	i	-0.8%	1%	?	-1.1%	16%	3%	i	-2%
O=C1C2[C@@H](c3ccccc3)N[C@@H](c3ccccc3)C1[C@H](c1ccccc1)N[C@H]2c1ccccc1	0.9%[15.4 µM]	-2%[11 µM]	i	5.1%[9.22 µM]	-10%[11.4 µM]	-13%[7.6 µM]	-0.9%[15.4 µM]	6%[11.4 µM]	-3%[9.17 µM]	i	4%[9.22 µM]
Oc1cc(NCc2cccnc2)ccc1-c1nc2ccccc2o1	-1.1%	-3%	.	-5.4%	3%	12%	0.1%	4%	20%	.	-2%
CCCn1c(=O)c2ccccc2n2c(SCC(=O)c3ccc(F)cc3)nnc12	-2.0%	-3%	i	-0.7%	-5%	-7%	-2.9%	2%	14%	i	4%
O=C(CCN1C(=O)c2ccccc2S1(=O)=O)NCc1ccco1	-0.9%	-5%	i	1.7%	-2%	-4%	-1.6%	-1%	-4%	i	0%
CCOc1cc(S(=O)(=O)N2CCC(Cc3ccccc3)CC2)c(OCC)cc1-n1cnnn1	0.0%	5%	i	.	-5%	13%	-0.2%	?	1%	i	4%
COc1ccccc1-c1cc(C(=O)Nc2cccnc2)no1	-1.7%	-1%	i	-0.3%	-2%	?	-0.4%	-2%	1%	i	4%

Screening results from PubChem.
